Screening data deposited in PubChem BioAssay by several laboratories.
eIF4E 4G PPI: eIF4E/eIF4G interaction inhibition in translation initiation. P63073+Q04637. TR-FRET eIF4E-eIF4GI(517-606) binding, 2 h. inhibition, % at 21.7 µM. actives 0.37% (n = 220,000);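 also: 0% = full FRET control wells and 100% = background wells lacking eIF4GI fragment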
KCC2 mod: KCC2 (human) Cl- transport modulation; Q9H2X9; KCC2 cells, thallium flux FluoZin-2 fluorescence; B-score of Tl+ flux slope (higher = more flux/activation; lower = inhibition) at 10 µM; actives 2.2% (n = 190,000); AID 1456;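 active = thallium flux slope and its plate-corrected score both differing from the plate sample mean at a set confidence after two filtering rounds, in either direction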;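 also: slope of fluorescence scaled to starting intensity during 10 to 20 s after thallium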
EBV gp42 block: EBV gp42 inhibition; Q1HVG2; Fluorescence polarization binding assay, mP read-out; inhibition, % (tested at 21.74 µM); actives 0.42% (n = 220,000); in the data active = inhibition above about 50%
Rad51 HR inh: blocks human Rad51 in homologous recombination; Q06609; hRad51 DNA strand exchange, fluorescence dequenching; inhibition, % at 10 µM; actives 0.085% (n = 200,000); AID 1385;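 active = inhibition above 40% at the single screening dose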;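 also: 0% = DMSO control wells and 100% = blanks with heterologous ssDNA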
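System: human Rad51 nucleoprotein filaments preassembled on unlabelled ssDNA. Reagent: labelled 47-mer dsDNA for strand exchange. Schedule: 30-min compound preincubation and 15-min exchange, both room temperature. Measured by: FRET fluorescence dequenching, excitation 485 nm, emission 520 nm. Read-out: Fluorescence-based percent inhibition, control- and blank-normalised. Benchmarks: plate controls and plate blanks.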
Furin inhibitor: inhibitors of human furin; P09958; purified furin, fluorogenic substrate cleavage; inhibition, % at 30 µM; actives 0.061% (n = 220,000); AID 463115; in the data active = inhibition above about 25%; also: inactives centre near -15
Target sequence (P09958 108-714 limits assumed): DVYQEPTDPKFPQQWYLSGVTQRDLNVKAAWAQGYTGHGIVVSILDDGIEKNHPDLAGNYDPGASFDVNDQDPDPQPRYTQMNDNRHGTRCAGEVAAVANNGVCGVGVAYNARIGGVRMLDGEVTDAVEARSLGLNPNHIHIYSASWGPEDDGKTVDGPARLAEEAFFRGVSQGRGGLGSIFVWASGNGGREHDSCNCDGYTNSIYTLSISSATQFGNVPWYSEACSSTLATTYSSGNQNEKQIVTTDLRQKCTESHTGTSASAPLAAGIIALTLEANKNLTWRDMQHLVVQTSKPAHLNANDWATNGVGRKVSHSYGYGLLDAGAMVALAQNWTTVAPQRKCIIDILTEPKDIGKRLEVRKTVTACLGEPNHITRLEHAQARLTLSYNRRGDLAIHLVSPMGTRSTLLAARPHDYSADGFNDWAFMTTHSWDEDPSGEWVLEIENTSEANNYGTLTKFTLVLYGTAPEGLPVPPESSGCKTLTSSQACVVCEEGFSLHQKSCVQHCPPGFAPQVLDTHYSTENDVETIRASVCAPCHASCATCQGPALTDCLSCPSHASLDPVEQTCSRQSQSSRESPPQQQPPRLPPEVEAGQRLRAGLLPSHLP
hK5 inh: inhibitors of human kallikrein 5. Q9Y337. recombinant hK5, fluorogenic AMC substrate cleavage. inhibition, % at 5 µM. actives 0.59% (n = 210,000);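 active = inhibition of 40% or more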;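 also: 0% = enzyme controls without compound and 100% = no-enzyme blanks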
Target sequence (Q9Y337 67-293 limits assumed): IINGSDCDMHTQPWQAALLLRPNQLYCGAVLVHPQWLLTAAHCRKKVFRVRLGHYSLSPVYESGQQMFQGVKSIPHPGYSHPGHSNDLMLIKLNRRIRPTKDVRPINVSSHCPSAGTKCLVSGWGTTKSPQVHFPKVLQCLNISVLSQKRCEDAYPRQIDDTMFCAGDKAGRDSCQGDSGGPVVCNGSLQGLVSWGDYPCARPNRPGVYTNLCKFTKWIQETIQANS
NCF1 inh: p47phox (human) inhibition. p47phox/p22phox peptide binding, fluorescence polarization, 2 h. inhibition, % at 24.7 µM. actives 0.53% (n = 220,000). AID 1274;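 also: 0% = p47phox with labelled peptide and 100% = labelled peptide alone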
thrombin 1536: inhibitors of human thrombin; P00734; alpha-thrombin, Boc-VPR-AMC fluorogenic substrate cleavage; inhibition, % at 5 µM; actives 0.26% (n = 220,000);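 active = inhibition at or above 40%; inactive = inhibition below 40%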;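 also: 0% = enzyme with no compound and 100% = wells without enzyme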
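Test system: human alpha-thrombin protein / Dosing: one concentration per compound, 5 µM, with 0.2% DMSO / Medium: pH 7.5 Tris-saline with Tween 20 / Benchmarks: no-compound enzyme wells and no-enzyme blanks / Read-out basis: percent inhibition of thrombin substrate cleavage / Timing: reaction at room temperature / Measured by: fluorescence, ex 355 nm, em 460 nm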
14-3-3 Bad PPI: disrupts binding of bovine 14-3-3 zeta to phospho-Bad peptide; P63103; TR-FRET 14-3-3zeta/Dy647-pBad peptide displacement, 1 h; actives 0.71% (n = 220,000); inhibition, % at 21.7 µM;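 active = inhibition above about 70%, limit read from the data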;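 also: 0% = full 14-3-3 plus peptide FRET controls and 100% = background without 14-3-3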
Active calls of the source: *; i = inactive; · = no result given; [ ] = remark or other dose.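 The calls were made as follows, unless noted: active = inhibition above about 30% (limit read from the data); inactive = the rest.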

SMILES | eIF4E 4G PPI | KCC2 mod | EBV gp42 block | Rad51 HR inh | Furin inhibitor | hK5 inh | NCF1 inh | thrombin 1536 | 14-3-3 Bad PPI
CC(Oc1cc(F)ccc1[N+](=O)[O-])C(=O)N(C)CC(=O)Nc1ccccc1C(F)(F)F (stereo not drawn) | -4 | 0.23 | -14 | 2 | -21 | -4 | -9 | -12 | -6
S=c1[nH]nc(-c2ccc3ccccc3n2)n1-c1ccc(Cl)cc1 | 7 | 14* | 7 | -1 | -2 | -4 | -6 | -2 | -4
CC(=O)c1c(C)[nH]c(C(=O)CSc2nnc(CN3CCCCCC3=O)n2-c2ccccn2)c1C | -13 | 0.098 | -14 | 11 | -4 | -11 | 2 | -18 | -2
Cc1cc(C)nc(SCC(=O)c2cc3ccccc3oc2=O)n1 | 14[fluorescence artefact?] | -0.26 | 6 | 12 | 10[20 µM] | -13 | -2 | -6 | 15[fluorescence artefact?]
CCCNC(=O)Cn1cnc2sc(C(=O)Nc3ccc4c(c3)OCO4)c(C)c2c1=O | -2 | 0.26 | -5 | 3 | -8[20 µM] | 3 | -2 | -3 | 28
FC(F)(F)c1nc(N2CCCC2)ncc1-c1nnnn1-c1ccc(Cl)cc1 | 4[fluorescence artefact?] | -1.8 | -1 | 0 | -7[20 µM] | -8 | -7 | 4 | -1
CC(C)COC(=O)N1CCCC1C(=O)O (stereo not drawn) | 3[fluorescence artefact?] | -0.22 | 3 | -4 | -22[20 µM] | -10 | 1 | -5 | 8
Cc1cc(S(=O)(=O)N2CCOCC2)ccc1F | -7 | 0.5 | -7 | 2 | -23[20 µM] | 13 | -6 | -4 | 3
CC(=O)/C(=N/Nc1ccc([N+](=O)[O-])cc1)N1CCCc2ccccc21 | -4 | 0.33 | -10 | -2 | -12 | 3 | -6 | 2 | 3
O=C(O)C1CC=C(Cl)CC1C(=O)NCC1OCCc2ccccc21 (stereo not drawn) | -6 | 0.017 | -20 | 1 | -18 | -15 | -5 | 4 | -3
O=C(O)Cc1sc(NCc2ccco2)nc1-c1ccccc1 | -2 | 1.1 | -8 | · | -10 | 1 | -8 | -9 | 6
COc1ccc(/C=N/N2CCOCC2)cc1OCc1ccccc1 | 2 | 0.7 | -12 | -2 | -15 | -6 | 0 | -12 | -7
NS(=O)(=O)c1ccc(CCNC(=O)COC(=O)/C=C/c2ccc(Cl)cc2)cc1 | 5 | -0.046 | -11 | -7 | -14 | -4 | -28 | 1 | -2
Clc1cccc(CSc2nnc([C@@H]3CCCN3)o2)c1 | 4[fluorescence artefact?] | 0 | -6 | -5 | -9 | 0 | -5 | -2 | 8[fluorescence artefact?]
COc1ccc(OC)c(N/C(=N/c2nc(C)cc(C)n2)NC(C)=O)c1 | -13 | -0.72 | 5 | 9 | -21 | 4 | 4 | 0 | 0
Cc1ccc(C2C(C#N)=C(N)OC3=C2C(=O)CCC3)s1 (stereo not drawn) | 1 | -0.02 | -7 | 4 | -21 | -3 | -4 | -12 | -7
COC(=O)c1cc(CSc2nnc(-c3ccccc3)c(-c3ccccc3)n2)oc1C | -14 | -1.6 | 6 | -3 | -24 | -10 | -15 | -5 | -4
Cc1ccccc1C(=O)Nc1ccc(-c2nnc(SC(C)C(=O)O)n2C)cc1 (stereo not drawn) | 1 | -0.42 | -11 | · | -17 | 2 | 2 | -6 | 6
S=c1[nH]nc(-c2cccnc2)n1/N=C/C(Cl)=C\c1ccccc1 | -5[fluorescence artefact?] | 3.2 | -11 | -1 | -1 | -12 | -8 | 2 | -21
COc1cc(OC)c(NC(C)C(=O)NCc2ccccc2)cc1Cl (stereo not drawn) | 4 | 0.22 | -17 | 13 | -21 | -22 | -1 | -2 | 5
Cc1c(Cl)cccc1NC(=O)CN1CCC(C(O)(c2ccccc2)c2ccccc2)CC1 | 10 | -1.2 | -17 | -4 | -14 | 2 | -1 | -2 | -2
CC(C)(C)c1nc2ccccc2[nH]1 | -2[fluorescence artefact?] | 1.1 | 11 | 3 | -10[20 µM] | 3 | -11 | -4 | 8
CCCCCCCCCCCCOC1OC(CO)C(O)C(O)C1NC(C)=O (stereo not drawn) | 18[fluorescence artefact?] | 0.047 | -18 | -53 | -28 | -10 | 2 | -4 | 18[fluorescence artefact?]
OC(CN1CCCCC1)CN1CCCCC1 | 3 | -0.23 | -18 | 2 | 3[20 µM] | -5 | -43 | 4 | 18[fluorescence artefact?]
COc1ccc(CNC(=O)c2ccccc2SC)cc1 | -4 | 0.34 | -7 | 21 | -1[20 µM] | 21 | -6 | 7 | -7
Next section.
SMILES | eIF4E 4G PPI | KCC2 mod | EBV gp42 block | Rad51 HR inh | Furin inhibitor | hK5 inh | NCF1 inh | thrombin 1536 | 14-3-3 Bad PPI
CCCC(=O)Nc1ccc(Cl)c(NC(=S)NC(=O)C(C)C)c1 | 0 | 0.85 | -18 | 2 | -19 | -1 | -9 | -3 | -17
Cc1ccc(S(=O)(=O)NC(=O)NC(C)(C)C)cc1 | -4 | 0.076 | -25 | 4 | -14 | 7 | -16 | 5 | 9
COc1ccc(/C=N/NC(=O)c2ccco2)cc1Cn1nc(C)cc1C | 1 | 0.21 | 10 | 1 | -7 | 0 | -6 | -10 | 12[fluorescence artefact?]
CC(C)C(OC(=O)c1cccs1)C(=O)NCc1ccccc1 (stereo not drawn) | 5 | -0.0023 | -7 | · | -10 | -6 | -4 | 8 | -2
CC1(C)CC(N=C2C([N+](=O)[O-])=CC=C3C2=NC2(CCCCC2)N3O)CC(C)(C)N1 | 4 | 0.48 | -13 | · | 1 | 0 | 7 | -7 | -5
CCOc1ccc(NC(=S)NCc2ccc3[nH]c(C)cc3c2)cc1 | 1 | -0.34 | -5 | 4 | -12 | -11 | -16 | -13 | -11
Cc1ccc2c(c1)SC1=NC(c3ccccc3)(C(F)(F)F)NC(=O)N12 (stereo not drawn) | -1 | 0.83 | -8 | · | -9[20 µM] | -9 | -2 | 2 | 3
CSc1nnc(SCC2=NNC(=O)SC2)s1 | -1 | 0.018 | -2 | · | -27 | -7 | -6 | -1 | 3[fluorescence artefact?]
O=C(COC(=O)c1ccccc1S(=O)(=O)N1CCCCC1)NCC(F)(F)F | -5 | -0.098 | -7 | -3 | -12 | 3 | -28 | -2 | 5
O=C(CSc1ncnc2c1oc1ccccc12)Nc1ccc2c(c1)OCCO2 | -61 | -0.39 | -4 | -5 | -18[20 µM] | -1 | 24 | -1 | -1[fluorescence artefact?]
O=C(NCc1cccnc1)c1ccccc1Br | -8[fluorescence artefact?] | · | -4 | 2 | -14[20 µM] | -17 | 0 | -9 | -5
CC(=O)NC(Cc1ccc(F)c(F)c1)C(=O)NC1CCN(C(=O)c2ccc(C)cc2)CC1 (stereo not drawn) | 2 | 0.83 | -3 | 2 | -15 | -14 | -5 | -2 | -3
Cc1c(NC(=O)OCCNC(=O)Nc2ccccc2)sc(=S)n1C | 8 | 0.11 | 7 | -1 | -1 | 8 | -15 | 0 | -5
CC(C)(C)CC(=O)NCCc1csc(-c2ccccc2)n1 | -8 | -3.1 | -9 | · | -21 | -2 | -5 | -3 | 1
CCCS(=O)(=O)N1CCN(Cc2ccncc2)CC1 | -4 | 1.7 | -22 | 5 | -17 | -24 | -12 | 3 | 47[fluorescence artefact?]
Cn1c(CC(=O)NCCO)c(Sc2ccccc2)c2ccccc21 | 2 | -0.07 | 6 | 2 | -20 | -23 | -7 | -9 | -17
COc1ccc(/C=N/NC(=O)CNc2ccc(Br)cc2)c(C(=O)O)c1OC | -3 | 0.47 | -19 | 0 | -29 | 0 | -8 | -9 | -5
COc1ccccc1-c1nnc(SCC(=O)N2CCOCC2)o1 | -1 | 1.1 | -16 | -3 | -6 | -7 | -5 | 4 | 5
O=C(C1CCCCC1)N1CCC(n2nnc3ccccc32)CC1 | 3 | 0.055 | -20 | 3 | -25[20 µM] | -25 | -3 | 2 | 7
CCOc1ccc(C(CC(=O)O)NC(=O)C23CC4CC(CC(C4)C2)C3)cc1OC (stereo not drawn) | 1 | 0.43 | -2 | -7 | -13 | -13 | -3 | 1 | -4
COc1ccccc1CN1CCNC(=O)C1CC(=O)NCCCn1cccn1 (stereo not drawn) | 3 | 0.033 | 5 | -7 | -14 | · | 10 | -6 | -12
OCC1OC(n2cnc3c(NC4CCCCC4)ncnc32)C(O)C1O (stereo not drawn) | -1 | 0.3 | -8 | 2 | -29 | -2 | -9 | 0 | 2
COCCN(C(=O)Nc1ccccc1)C(C)c1cccnc1 (stereo not drawn) | 2 | · | -10 | -7 | -21 | -16 | -19 | -6 | -2
O=C(c1cccc(C(F)(F)F)c1)N1CCN(c2cc(=O)[nH]nc2-c2ccccc2)CC1 | 3[fluorescence artefact?] | · | -14 | 0 | -4[20 µM] | 2 | -4 | 4 | -8
CCOC(=O)COc1nc(C)cc(C(F)(F)F)c1C#N | 7 | 0.0096 | -7 | -34 | -34 | -10 | 1 | -7 | -3
(listing goes on)
SMILES | eIF4E 4G PPI | KCC2 mod | EBV gp42 block | Rad51 HR inh | Furin inhibitor | hK5 inh | NCF1 inh | thrombin 1536 | 14-3-3 Bad PPI
COc1ccc(NC(=O)CC2C(=O)OCC3CCCCN32)cc1Cl (stereo not drawn) | 4 | -0.021 | -11 | 2 | -18 | 0 | 0 | -11 | -3
COc1ccc(C)c2sc(=NC(=O)c3ccc(C(C)=O)cc3)n(C)c12 | 7 | -0.17 | -8 | -12 | -15 | 5 | -1 | 3 | 7
CC(C)C(=O)NNC(=O)c1c(O)c2ccccc2[nH]c1=O | -8 | 0.6 | 3 | 7 | -26 | -2 | -3 | 0 | -12
Cc1ccc(NC(=O)/C(=C/c2ccncc2)NC(=O)c2ccccc2)cc1 | -1 | i | 3 | · | 14 | -8 | -7 | -4 | 4[fluorescence artefact?]
CCc1nc(C)cn1S(=O)(=O)c1cc(Br)c(C)cc1OC | 2 | -0.38 | -28 | -9 | -14[20 µM] | 19 | -3 | -6 | 2
Cc1ccc(N2CC(C(=O)OCc3ccccc3)CC2=O)cc1 (stereo not drawn) | -11 | -4.3* | -12 | 3 | -26 | -1 | 1 | 1 | 0
CCn1cc(-c2nnnn2-c2ccc(Cl)cc2)c(=O)c2ccccc21 | 2 | -0.019 | -1 | 1 | -16[20 µM] | -22 | -18 | -5 | -5[fluorescence artefact?]
O=c1oc2ccccc2c(N2CCCCC2)c1CN1CCCC1 | -2[fluorescence artefact?] | 0.66 | -1 | -7 | 0[20 µM] | -5 | -2 | -5 | -8
O=C1CSC(=S)N1/N=C/c1ccc(O)c([N+](=O)[O-])c1 | 11 | 0.57 | -3 | -6 | -9 | -16 | -47 | 5 | 36
